ASAP1 inh: inhibitors of human ASAP1 ArfGAP activity, primary screen, biochemical, fluorescence polarization. Arf-GAP with SH3 domain, ANK repeat and PH domain-containing protein 1 (Homo sapiens), …. 360,000 tested, 0.19% active. inhibition, % at 16.5 µM. AID 624377, 2012. ASAP1-stimulated ARF1 GTP hydrolysis, GDP FP detection; in the data active = inhibition above about 25%;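 note: 0% = vehicle with enzyme and substrate and 100% = no enzyme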
PLCg1 inh: PLC-gamma1 enzyme inhibitors, primary screen, biochemical, fluorescence, purified enzyme | inhibition, % at 12.2 µM | 370,000 tested, 0.84% active | fluorogenic substrate | 1-phosphatidylinositol 4,5-bisphosphate phosphodiesterase gamma-1 (Homo sapiens), P19174 | AID 720700, 2013; in the data active = inhibition above about 9.5%
DDE Tn7 FP inh: inhibitors of Tn7 peptide binding to fibrin DD(E), primary screen, biochemical, fluorescence polarization, human fibrin, Tn7 probe. 370,000 tested, 0.13% active. inhibition, % at 8.3 µM. Fibrinogen beta chain (Homo sapiens), P02675. FP displacement of FITC-Tn7 peptide from fibrin DD(E); 0% = median of compound wells per plate;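 active = inhibition above the mean of compounds falling within the control limits plus 3 SD of them, cut at about 14% in these data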;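 note: 0% = plate median of compound wells and 100% = 10 µM Aha-Tn7 peptide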
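System: human fibrin DD(E); quantity: Fibrin-DD(E) at 2 µM final; also added: fluorescent Tn7 probe at 0.1 µM; compound dosing: single nominal test concentration of 8.3 µM per compound; schedule: 10 min preincubation, 3 h with tracer, room temperature; detection: fluorescence polarization of the labelled Tn7 tracer; repeats: one replicate per compound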
DDE Tn6 FP inh: inhibitors of Tn6 peptide binding to fibrin DD(E), primary screen, biochemical, fluorescence polarization, human fibrin, Tn6 probe; Fibrinogen beta chain (Homo sapiens), P02675; Fibrin DD(E) TRITC-Tn6 fluorescence polarization displacement; inhibition, % at 8.3 µM; 370,000 tested, 0.21% active; AID 720509, 2013;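 active = inhibition above a per-campaign cutoff: mean of compounds within control limits plus 3 SD, cut at about 15% in these data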;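 note: 0% = median of all compound wells on the plate and 100% = blocking peptide control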
UHRF1 binding: UHRF1 methylated DNA binding inhibitors, primary screen, counter-screen for MBD2 inhibitor project, biochemical, TR-FRET, human UHRF1, single concentration. E3 ubiquitin-protein ligase UHRF1 (Homo sapiens), Q96T88. UHRF1 binding to methylated oligo. inhibition, % at 4.4 µM. 370,000 tested, 0.75% active; in the data active = inhibition above about 21%;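 note: UHRF1 SRA domain binding a hemimethylated CpG hairpin DNA probe; 0% = median of test compound wells and 100% = reference inhibitor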
ARFGAP1 inhibitor: inhibitors of rat ARFGAP1 GAP activity, primary screen, biochemical, fluorescence polarization, GDP tracer | Arfgap1-stimulated ARF1 GTP hydrolysis, GDP FP detection | inhibition, % at 16.5 µM | 360,000 tested, 0.26% active | AID 651572, 2012;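 active = inhibition above a per-plate limit, mean inhibition of low control wells plus 3 SD, cut at about 25% in these data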;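 note: 0% = DMSO wells with enzyme and 100% = wells lacking Arfgap1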
Target sequence (Q62848 1-136 limits assumed): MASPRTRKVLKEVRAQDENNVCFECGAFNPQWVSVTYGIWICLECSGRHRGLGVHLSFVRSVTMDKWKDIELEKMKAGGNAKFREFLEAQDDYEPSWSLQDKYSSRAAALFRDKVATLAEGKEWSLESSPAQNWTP
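Material: rat Arfgap1 GAP domain (His6, aa 1-136), purified enzyme. Also added: human ARF1(Δ1-17)-GTP substrate. Compound dosing: 16.5 µM single point, 1.26% DMSO. Timing: enzyme reaction 120 min at 25 °C after 20 min preincubation. Signal: GDP detection by fluorescence polarization. Read-out basis: percent inhibition of GAP-stimulated GDP formation, scaled between DMSO and no-Arfgap1 medians.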
PLC-beta3 inh: human PLC-beta3 inhibitors, primary screen, biochemical, fluorescence | 1-phosphatidylinositol 4,5-bisphosphate phosphodiesterase beta-3 (Homo sapiens), Q01970 | Purified PLC-beta3, fluorogenic substrate | inhibition, % at 12.2 µM | 370,000 tested, 0.18% active | AID 720704, 2013; in the data active = inhibition above about 11%;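 note: 0% = median of compound wells on plate and 100% = full blocker control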
MBD2 DNA inh: inhibitors of MBD2 binding to methylated DNA, primary screen, biochemical, TR-FRET, DNA-binding domain, human | MBD2 binding to methylated oligonucleotide | inhibition, % at 4.4 µM | AID 686964, 2013 | Methyl-CpG-binding domain protein 2 (Homo sapiens), Q9UBB5 | 370,000 tested, 0.31% active; in the data active = inhibition above about 13%
ADAM17 inh: ADAM17 inhibitors, primary screen, biochemical, QFRET; Disintegrin and metalloproteinase domain-containing protein 17 (Homo sapiens), P78536; recombinant ADAM17, EDANS/DABCYL FRET peptide cleavage; inhibition, % at 6.95 µM; 370,000 tested, 0.83% active; AID 720648, 2013;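 active = inhibition above the mean of compounds lying between control limits plus 3 SD, set per campaign, cut at about 8.5% in these data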;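 note: 0% = DMSO-only wells as the low control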
Target sequence (P78536 215-824 limits assumed): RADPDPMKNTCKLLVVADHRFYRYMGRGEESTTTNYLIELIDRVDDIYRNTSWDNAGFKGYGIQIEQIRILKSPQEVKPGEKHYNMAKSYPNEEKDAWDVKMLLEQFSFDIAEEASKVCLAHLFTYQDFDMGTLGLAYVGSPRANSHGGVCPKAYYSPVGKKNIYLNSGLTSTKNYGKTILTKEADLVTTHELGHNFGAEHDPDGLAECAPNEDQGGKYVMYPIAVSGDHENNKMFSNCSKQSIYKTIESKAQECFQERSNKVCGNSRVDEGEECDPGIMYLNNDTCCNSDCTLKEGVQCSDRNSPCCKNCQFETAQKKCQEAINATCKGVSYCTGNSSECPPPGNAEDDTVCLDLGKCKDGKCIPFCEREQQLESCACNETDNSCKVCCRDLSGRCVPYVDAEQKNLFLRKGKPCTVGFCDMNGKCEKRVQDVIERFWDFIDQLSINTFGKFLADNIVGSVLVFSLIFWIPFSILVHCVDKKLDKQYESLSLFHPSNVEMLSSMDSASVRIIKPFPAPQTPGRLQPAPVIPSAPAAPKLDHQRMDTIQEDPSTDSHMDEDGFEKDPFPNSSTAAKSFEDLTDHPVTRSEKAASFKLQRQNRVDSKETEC
proKLK7 act: proKLK7 zymogen activators, primary screen, biochemical, fluorescence intensity. Kallikrein-7 (Homo sapiens), P49862. purified proKLK7, EDANS-DABCYL substrate fluorescence; 100% is mature enzyme control, 0% vehicle. activation, % at 7 µM. 370,000 tested, 0.9% active;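 active = activation above the mean of all tested compounds plus 3 SD, computed per campaign excluding outliers beyond control limits, cut at about 13% in these data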
Target sequence (P49862 whole entry, looked up): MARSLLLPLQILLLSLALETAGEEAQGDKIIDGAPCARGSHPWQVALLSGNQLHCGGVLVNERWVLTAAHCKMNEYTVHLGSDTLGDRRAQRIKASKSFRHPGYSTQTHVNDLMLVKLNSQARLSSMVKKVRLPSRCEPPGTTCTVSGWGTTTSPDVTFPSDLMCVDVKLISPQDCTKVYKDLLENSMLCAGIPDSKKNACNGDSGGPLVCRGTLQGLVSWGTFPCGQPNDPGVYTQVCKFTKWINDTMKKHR
The depositor's hits bear a star.

Sample of the layout, 2 compounds:
smiles	ASAP1 inh	PLCg1 inh	DDE Tn7 FP inh	DDE Tn6 FP inh	UHRF1 binding	ARFGAP1 inhibitor	PLC-beta3 inh	MBD2 DNA inh	ADAM17 inh	proKLK7 act
Cc1ccc(S(=O)(=O)N2CCN(C(=O)c3sccc3-c3ccccc3)CC2)cc1	0	2	3	0	2	-10	-7	-1	0	0.5
COc1cccc(/C=C/C(=O)Nc2ccc3nc4n(c(=O)c3c2)CCCC4)c1OC	4	-14	5	-1	2	11	-23	1	-5	-8.6

Main list, repeating the preview:
smiles	ASAP1 inh	PLCg1 inh	DDE Tn7 FP inh	DDE Tn6 FP inh	UHRF1 binding	ARFGAP1 inhibitor	PLC-beta3 inh	MBD2 DNA inh	ADAM17 inh	proKLK7 act
Cc1ccc(S(=O)(=O)N2CCN(C(=O)c3sccc3-c3ccccc3)CC2)cc1	0	2	3	0	2	-10	-7	-1	0	0.5
COc1cccc(/C=C/C(=O)Nc2ccc3nc4n(c(=O)c3c2)CCCC4)c1OC	4	-14	5	-1	2	11	-23	1	-5	-8.6
COc1ccc([N+](=O)[O-])cc1NS(=O)(=O)c1cccc(C(=O)NCCCN2CCCC2=O)c1	5	5	-10	-5	1	-8	1	-2	6	-0.3
Cc1cc(C)cc(C(=O)NCC(=O)OCC(=O)N(C)C2CCS(=O)(=O)C2)c1 (configuration not stated)	-10	-1	-5	-3	0	3	0	-2	-1	0.6
O=C(N=C1SC2CS(=O)(=O)CC2N1Cc1ccccc1)C1CCCO1 (configuration not stated)	8	7	-7	-1	-5	4	-6	1	4	-0.3
Cc1ccc(NC(=O)COC(=O)CC2SC(N3CCCC3)=NC2=O)cc1 (configuration not stated)	-3	-3	2	-9	4	8	-16	3	-4	-0.1
O=C(NCCc1ccccc1)c1c[nH]c2c(F)cccc2c1=O	0	3	1	-2	1	5	-2	-1	-1	0.3
CSc1ncc(Sc2ccccc2)c(C(=O)O)n1	1	0	4	0	16	-6	-7	-2	-2	0.6
CC(=O)c1c(C)[nH]c(C(=O)OCC(=O)NCCc2ccc(F)cc2)c1C	-7	0	-1	0	0	-1	0	0	-1	-0.6
COc1ccc(CCC(=O)Nc2ccc(N3CCOCC3)cc2)cc1	9	3	2	-2	31*	-1	4	13	0	-0.2
Cc1ccc(CN2CCNC(=O)C2CC(=O)NCCCn2cccn2)o1 (configuration not stated)	11	-3	-3	-11	-1	3	-5	4	-3	-0.5
Cc1ccc(/C=C2/NC(=O)[C@H](C)NC2=O)cc1	6	2	-8	-3	1	7	-6	-5	2	-0.3
C[C@@H](CO)NC(=O)c1ccc2c3n(nc2c1)-c1ccc(Cl)cc1CO3	11	-125	-2	-1	-2	-3	-133	-2	-20	4.3
CC(C)(C)c1[nH]nc2c1C(c1ccncc1)C(C#N)=C(N)O2 (configuration not stated)	12	-1	1	-2	0	2	0	0	-6	-0.3
Cc1ccc(-c2nc3ncccn3c2Nc2ccc3c(c2)OCCO3)o1	7	-39	-6	-6	1	0	-47	0	-4	0.3
CCN(CC)CCN1C(=O)C(=O)/C(=C(/O)c2ccc(S(=O)(=O)N3CCOCC3)cc2)C1c1ccc(C(C)C)cc1 (configuration not stated)	1	4	-4	-4	-1	-20	-2	2	3	-0.4
N#Cc1ccccc1S(=O)(=O)N1CCN(CC(=O)Nc2ccccc2C(=O)NC2CC2)CC1	0	1	4	2	0	-2	-3	2	-3	0.2
CN(C(=O)c1ccc(COc2ccccc2Br)o1)c1ccccc1	-20	-1	-2	-11	16	2	-4	4	1	0.1
Cc1cc(-c2n[nH]c(=S)n2/N=C/c2cccs2)n[nH]1	-14	-3	2	8	-1	2	3	3	-1	0.4
CCOc1ccccc1NC(=O)/C=C/c1ccc(S(=O)(=O)N2CCOCC2)cc1	12	2	1	-12	-2	-9	-5	-1	-2	0.8
O=C1c2ccccc2C(=O)N1C1(C(=O)NC2(C(=O)O)CCCC2)CCCC1	0	-2	2	-3	-2	5	0	-6	1	0.5
Fc1ccc(OCCCCCN2CCCC2)cc1	5	-1	6	5	-2	-13	3	-5	0	-0.1
O=C(CSc1nnc(C2CC2)n1-c1ccccc1)N1CCCC1	-4	3	-2	6	2	2	0	3	-6	0.6
COc1ccc(C=CC(=O)c2cc(O)ccc2O)cc1	4	-23	6	8	-3	3	-31	5	-3	5.1
CNC(=O)CCCCC(=O)N/N=C/c1ccc(Cl)cc1Cl	-8	3	2	1	1	-11	-12	-1	-6	-0.5
Cc1ccc(S(=O)(=O)Nc2ccccc2F)cc1C(=O)NCc1ccco1	6	-1	5	-3	3	7	-6	0	-1	-0.3
COc1ccc(-c2cc(C(=O)N(C)Cc3nc4ccccc4c(=O)[nH]3)c3ccccc3n2)cc1OC	7	-214	-6	-17	-1	-3	-312	2	-22	2.7
O=C(N[C@H](C(=O)N1CCC[C@H]1C(=O)NC1CCCC1)c1ccccc1)C1CC1	-9	1	-4	-3	0	0	-3	-2	-3	0.3
O=[N+]([O-])c1ccc2c(c1N1CCCCC1)=NC1(CCCCC1)[N+]=2[O-]	-2	4	2	5	-6	-1	-8	-13	0	-0.2
COCCOc1cc(N(CC(=O)N(C)C)S(=O)(=O)c2ccccc2)c(Cl)cc1Cl	-7	0	-4	-4	-2	4	1	0	3	0.0
CC(C)(C)n1nc(C2CC2)cc1NC(=O)Nc1ccccc1	4	1	3	-6	-1	3	1	8	-5	-0.2
COc1ccc(OC)c(CCNC(=O)Cn2cccc2C(=O)c2ccccc2C)c1	-3	1	4	0	-2	-6	-3	-1	-3	-0.2
CCC(C)Oc1cc(-c2ccnc(Nc3cccc(Cl)c3)n2)ccn1 (configuration not stated)	2	-1	-6	0	-1	1	-3	-2	-1	-0.3
COc1cc(-c2nnc(SCC(=O)c3ccccc3)o2)cc(OC)c1OC	-3	0	4	4	-4	0	-3	-1	-3	-0.2
COC(=O)CC1C(=O)NCCN1C(=S)NC(=O)c1ccccc1[N+](=O)[O-] (configuration not stated)	0	4	-1	0	-4	10	4	-6	-3	-0.8
CC12CCC(C(=O)Nc3cccc(Cl)c3Cl)([C@H](Br)C1=O)C2(C)C (some centres not stated)	10	0	4	3	1	-7	-7	1	-1	-0.2
O=C(CC(=O)Nc1cccnc1)Nc1cccnc1	-2	-6	2	11	0	3	-14	3	-12	0.6
O=C(CNc1cccc(C(F)(F)F)c1)Nc1cccc(S(=O)(=O)N2CCCC2)c1	-3	-2	-3	-6	0	-4	-6	0	6	0.9
COc1ccccc1NC(=O)c1nnn(CC(=O)Nc2cccc(SC)c2)c1N	1	-4	-5	-6	3	7	-10	-1	-8	0.1
CCOC(=O)C1CCN(S(=O)(=O)c2ccc(OC)c(C(=O)N3CCCCC3)c2)CC1	-5	0	2	0	-1	-4	-7	0	-2	-0.1
N#CCC(=O)N/N=C/c1c2ccccc2cc2ccccc12	-7	-43	6	-5	-14	4	-73	-2	2	-4.1
CC1(C)NC(=O)N(CCCCOc2ccc(Cl)cc2)C1=O	-6	2	-4	0	8	-3	0	3	0	0.2
CCc1ccc(NC(=O)/C(C#N)=C/c2ccncc2)cc1	-6	-1	-9	-5	-3	-14	-6	1	-4	-0.3
CCCCCCOc1ccc(C(=O)O)cc1C#N	-13	9.8*	-9	-5	7	8	-5	-2	3	-0.2
C=CCn1c(COc2ccc(F)cc2)nnc1SCC(=O)NC1CC1	-2	0	3	4	-1	0	-4	1	0	-0.6
COCCN=c1scc(-c2cc(OC)ccc2OC)n1/N=C/c1c[nH]c2ccccc12	12	-2	-1	4	-3	13	-1	-2	11*	0.7
C=CCn1c(SCC(=O)N(C)CC(=O)Nc2ccc(C)cc2)nnc1-c1ccncc1	3	-4	-7	5	-1	-2	-1	2	-2	-0.5
Cc1ccc2nc(NC(=O)CN3C(=O)C4CC=CCC4C3=O)sc2c1 (configuration not stated)	2	-1	0	-4	1	6	-2	-4	-4	0.6
O=C(NCc1nnc(SCC(=O)N2CCCCC2)o1)c1ccc(F)cc1	-24	2	0	2	-1	2	-3	-7	-1	-0.4
O=C(COC(=O)C1CCN(S(=O)(=O)c2ccc3c(c2)OCCO3)CC1)Nc1cc(C(F)(F)F)ccc1Cl	-1	-1	3	4	2	-6	4	0	4	0.2
COc1cc2cc(C[C@H](C)O)oc(=O)c2cc1OC	11	0	1	6	0	6	1	-5	-8	-0.4
COCCNC(=O)/C(C#N)=C/c1c(N2CCN(C)CC2)nc2c(C)cccn2c1=O	7	-67	4	-4	-4	7	-99	-7	-159	6.0
CCOC(=O)c1nn(-c2cccc(OC)c2)c(-c2ccccc2)c1C(=O)c1ccccc1	1	0	6	-1	3	-5	2	-4	8	0.7
CC(C)CNC(=O)c1cccc(NC(=O)COc2ccc([N+](=O)[O-])cc2)c1	1	-1	-4	8	1	14	2	2	0	0.7
Cc1cccc(NC(=O)c2cc(NC(=O)C3CCCCC3C(=O)O)ccc2N2CCCCC2)c1 (configuration not stated)	8	-173	-4	-2	1	-4	-213	-3	-3	-0.9
CCc1nc2ccc(C(=O)NCCN3CCOCC3)cn2c1N(C=O)Cc1ccc(OC)cc1	-4	-14	6	-4	2	-13	-21	-3	-4	0.2
CCO[C@@H]1OC(C(=O)N2CCN(Cc3ccccc3)CC2)=C[C@H](c2ccccc2)[C@H]1CCCO	11	0	3	-1	3	-4	3	0	0	1.0
COCCNC(=O)CCCC(=O)NCCOC	-9	4	-2	1	-2	-12	-5	1	-1	-0.3
COc1ccccc1CNC(=O)c1nnc(Cc2ccc(Cl)cc2)o1	1	-2	3	4	0	11	0	1	-2	0.9
CC(C)(C)c1c(Cl)c(O)c(-c2ccccc2)c(=O)n1-c1ccccc1	-10	2	6	-2	0	7	-1	-8	2	-1.2
